Nrf2 block – Nrf2 pathway inhibition | A549 ARE-Fluc reporter, luciferase luminescence, 18-24 h | Potency, µM (series often up to 46 µM), for inactives: at the highest dose activity change, negative = inhibition, usual class: inhibitors | 360,000 tested, 2.1% active; note: potency is the fitted concentration of half-maximal effect; % is set by controls: 0 for no effect and ±100 for the full control effect; nearly all actives have a fitted effect of over 60% in size
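Nrf2 activity is the BugLite luminescence, read 15 min after reagent at room temperature, following CellTiter-Fluor cytotoxicity readout (30 min, 37C). Compound titrations were applied for 18-24 h to 5000 A549 ARE_Fluc cells/well in 5% FBS OPTI-MEM.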
Nrf2 ARE act – Nrf2 pathway activation; AREc32 ARE-luciferase reporter (MCF7-derived line), luminescence, 24 h; Potency, µM (titrated, usually from 46.1 µM), for the others: at the highest dose activation, usual class: activators; 410,000 tested, 0.31% active; note: potency is the fitted concentration of half-maximal effect; % of control where 0% means no effect; nearly all actives have a fitted effect of over 65% in size
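Steps: seed AREc32_Fluc cells (1000/well, 5% FBS OPTI-MEM); incubate overnight at 37 deg C; add 23 nL compound; incubate 24 hr; add Steady-Glo; hold 30 min RT; read luminescence.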
MmCpn inh – M. maripaludis TRiC chaperonin inhibition; purified Mm-Cpn ATPase, ADP Transcreener TR-FRET; Potency, µM (doses to about 76.9 µM), for inactives: at the highest dose activity, negative = inhibition, most hits filed as inhibitors; 330,000 tested, 0.031% active; AID 504842; note: potency is the fitted concentration of half-maximal effect; % is set by controls: 0 for no effect and ±100 for the full control effect; nearly all actives have a fitted effect of over 80% in size
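Compound-treated chaperonin, 25 nM final, turns over 10 uM ATP at 37°C for 30 min following a 10 min preincubation; ADP generated competes with ADP-d2 for Eu-cryptate antibody, lowering FRET.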
pAkt inh – blocks phosphorylation of Akt. activity change, % for hits at 50 µM. 360,000 tested, 0.32% active. AID 651550. Neuro2A IGF-stimulated pAkt S473 HTRF, 20 min; stronger effect = lower value; in the data active = activity change below about -80%; inconclusive = mostly about -51% to -80%; note: % is set by controls: 0 for no effect and ±100 for the full control effect
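Neuro2A cells (4,500/well, DMEM with 0.5% FBS) were treated with compound at a single 50 µM final concentration, stimulated with 6 nM IGF for 20 min at 37 °C, and lysed. Phospho-Akt Ser473 was read by HTRF as 665/615 ratio ×10^4.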
EPAC2 ag – agonists of human EPAC2 (RAPGEF4); Q8WZA2; EPAC2 activation, biochemical qHTS; response scale: 100% = 6.5 mM cAMP response; Potency, µM (top dose mostly 154 µM), for the others: at the highest dose activation, hits mostly activators; 360,000 tested, 0.079% active; AID 720711; note: potency is the fitted concentration of half-maximal effect; nearly all actives have a fitted effect of over 50% in size
Target sequence (Q8WZA2 whole entry, looked up): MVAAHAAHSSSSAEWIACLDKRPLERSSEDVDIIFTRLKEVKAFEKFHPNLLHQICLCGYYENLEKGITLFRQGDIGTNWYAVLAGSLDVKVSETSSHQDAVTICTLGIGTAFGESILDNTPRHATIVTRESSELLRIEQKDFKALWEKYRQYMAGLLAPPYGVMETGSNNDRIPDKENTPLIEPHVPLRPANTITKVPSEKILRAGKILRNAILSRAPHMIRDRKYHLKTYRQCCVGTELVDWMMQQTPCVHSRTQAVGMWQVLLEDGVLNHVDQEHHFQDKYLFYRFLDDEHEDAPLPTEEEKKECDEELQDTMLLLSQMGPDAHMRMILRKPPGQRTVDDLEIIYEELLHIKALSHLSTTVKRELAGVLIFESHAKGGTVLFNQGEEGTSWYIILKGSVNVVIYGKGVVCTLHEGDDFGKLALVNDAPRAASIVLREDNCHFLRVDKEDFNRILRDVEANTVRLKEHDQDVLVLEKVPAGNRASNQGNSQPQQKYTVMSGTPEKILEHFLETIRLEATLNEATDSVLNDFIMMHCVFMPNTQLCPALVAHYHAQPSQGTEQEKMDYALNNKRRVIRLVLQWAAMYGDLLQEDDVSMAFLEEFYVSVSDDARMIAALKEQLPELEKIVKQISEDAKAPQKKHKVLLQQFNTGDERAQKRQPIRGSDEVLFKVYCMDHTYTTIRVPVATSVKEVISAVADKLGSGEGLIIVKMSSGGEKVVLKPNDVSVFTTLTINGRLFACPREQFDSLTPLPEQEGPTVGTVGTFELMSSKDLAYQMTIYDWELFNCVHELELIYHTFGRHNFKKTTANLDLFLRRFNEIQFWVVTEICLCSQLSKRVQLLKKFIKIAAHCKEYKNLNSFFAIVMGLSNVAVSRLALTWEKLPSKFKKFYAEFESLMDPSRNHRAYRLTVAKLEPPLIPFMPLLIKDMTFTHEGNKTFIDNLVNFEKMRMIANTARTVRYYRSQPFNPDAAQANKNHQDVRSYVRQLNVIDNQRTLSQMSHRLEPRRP
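Nucleotide exchange monitored as fluorescence drop when BODIPY-GDP leaves Rap1B. Reaction: 100 nM EPAC2, 250 nM RAP1B-BODIPY-GDP, 50 uM GDP, room temperature, kinetic read over 30 min. Activity expressed relative to 6.5 mM cAMP.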
CCT chaperon mod – modulators of cytosolic chaperonin (CCT/TRiC) activity; purified chaperonin ATPase assay, HTRF ADP detection, 30 min; activity change, % (test concentration not listed), hits read low; 360,000 tested, 0.3% active; AID 651819; in the data active = activity change below about -30%; note: % is set by controls: 0 for no effect and ±100 for the full control effect
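TRiC (40 or 20 nM final, by batch activity) in 30 mM Tris pH 7.4, 100 mM KCl, 5 mM MgCl2, 1 mM DTT was treated with compound at 76 uM single dose, then 10 uM ATP, 30 min at 37 °C. ADP was read by HTRF Transcreener.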
TGFb inhibitor – inhibitors of TGF-b signaling; Potency, µM (series often up to 46.1 µM), without a hit: at the top dose activity, negative = inhibition, actives largely listed as inhibitors; AID 588855; HepG2 CAGA-GFP TGF-b/SMAD3 reporter, GFP fluorescence, 18 h; TGF-beta stimulated, 500 pg/mL final; 410,000 tested, 1.2% active; note: potency is the fitted concentration of half-maximal effect; % is set by controls: 0 for no effect and ±100 for the full control effect; nearly all actives have a fitted effect of over 65% in size
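Cell-based qHTS in HEPG2 carrying a CAGA-GFP Smad reporter; compounds added before 500 pg/mL final TGF-beta, 18 h incubation at 37 degrees C, GFP fluorescence quantified per cell by imaging cytometry.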
EPAC2 antagonist – antagonists of human EPAC2 | Potency, µM (highest dose often 114 µM), for the others: at the highest dose activity, negative = inhibition, hits mostly inhibitors | Q8WZA2 | 360,000 tested, 0.18% active | AID 720708 | EPAC2 GEF exchange of Rap1B-BODIPY-GDP, fluorescence; note: potency is the fitted concentration of half-maximal effect; % is set by controls: 0 for no effect and ±100 for the full control effect; nearly all actives have a fitted effect of over 45% in size; many of its hits are not listed in these tables
A549 viability – A549 cytotoxicity, counter-screen for Nrf2 inhibitors | Potency, µM (doses to about 46 µM), for the others: at the top dose activity change, negative = cytotoxicity, most hits filed as inhibitors | AID 504648 | A549 ARE-Fluc cells, CellTiter-Fluor viability, 18-24 h | 390,000 tested, 0.16% active; note: potency is the fitted concentration of half-maximal effect; % is set by controls: 0 for no effect and ±100 for the full control effect
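Cytotoxicity counterscreen: CellTiter-Fluor fluorescence was measured in A549 ARE_Fluc cells after 18-24 h of compound exposure in a concentration series. The subsequent BugLite luminescent read reports ARE-luciferase activity.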
Active calls of the source: *; i = inactive; ? = inconclusive; . = not tested or not shown; & = joins results of further samples; [ ] = dose if it differs, or a comment. Unless noted, calls come from the whole dose curve; as a rule, active = well fitted curve in the direction sought with a large enough effect; inconclusive = small, poorly fitted or top-dose-only effect, or another doubt; inactive = no such curve, though single readings can be large; an effect the other way counts as inactive or inconclusive. Not all compounds are listed. The share of hits here may be higher or lower than overall.

Order of results: MmCpn inh	Nrf2 ARE act	TGFb inhibitor	EPAC2 antagonist	pAkt inh	CCT chaperon mod	A549 viability	EPAC2 ag	Nrf2 block
CCOC(=O)c1sc2ccccc2c1S(=O)(=O)Nc1ccc(C(C)=O)cc1
    .	3.8%	-2%	.	.	.	-1%	.	?
O=C1NCC(Nc2ccccc2)C(=O)N1 (centres undefined)
    .	0.3%	-10%	10%	i	-1.5	2%	2%	2%
COc1cc(-c2nnc(NC(=O)CS(=O)(=O)c3ccc(Cl)cc3)o2)cc(OC)c1OC
    .	-1.3%	-11%	-2%	i	-2.6	.	10%	.
Cc1ccc(C)c(NC(=O)CCC(=O)N/N=C/c2cccnc2)c1
    1%	-0.7%	6%	-5%	i	-2.5	5%	6%	1%
O=C(Nc1cccc(F)c1)/C(=C\c1ccco1)NC(=O)c1cccs1
    -2%	28%	-3%	4%	i	-4.2	11%	3%	-9%
C(=N\c1nc2ccccc2n1CCN1CCCCC1)/c1cccs1
    0%	0.3%	-2%	8%	i	-2.2	-1%	2%	1%
O=c1cc(C(F)F)oc2c1ccc1ccccc12
    0%	0.2%	1%	-7%	i	0.1	-15%	11%	?
CCOC(=O)c1[nH]c(C)c(C(=O)N2CCc3ccccc32)c1C
    -2%	6.4%	?	4%	.	0.1	?	0%[15.6 µM]	-1%
CN(C)c1ccc(C=Nc2cnn(C)c2C(N)=O)cc1
    0%	2.8%	1%	15%	i	1.5	7%	-3%	.
CC(=O)NC12CC3CC(C1)CC(C(=O)Nc1ccc(C)c(S(=O)(=O)N4CCCCCC4)c1)(C3)C2
    .	0.8%	0%	-19%	i	-2.6	-10%	20%	?
Cc1ccc(NS(=O)(=O)c2c(C)ccc3nsnc23)c([N+](=O)[O-])c1
    0%	0.0%	?	-1%	i	-1.9	1%	22%	4%
O=C(NCc1ccccc1)C(=O)Nc1nc(-c2ccccc2)cs1
    1%	-0.9%	-1%	7%	i	-0.5	1%	4%	5%
CC(CN1CCCC1)C(=O)NN (centres undefined)
    -2%	-0.6%	-2%	-2%	i	1.6	0%	3%	0%
Cc1ccc(CC(=O)Nc2ccccc2N2CCOCC2)cc1C
    -4%	-0.5%	?	2%	i	-0.2	-6%	-3%	-18%
Cc1ccc(NC(=O)NCCN2CCCCC2)cc1Cl
    1%	-0.2%[9.22 µM]	7%	5%	i	-6.0	2%	5%	8%
Cc1cc(C)n(CCC(=O)Nc2ccc(-c3ccno3)cc2)n1
    ?	0.5%	27%	6%	i	-3.3	-6%	12%	?
O=C1NC(=S)S/C1=C/c1ccc(OC(=O)c2ccco2)cc1
    -2%	0.3%	28%	?	i	0.2	-19%	13%	1%
COc1ccc(-c2oc(NC(=O)CSc3ncn[nH]3)c(C#N)c2-c2ccc(OC)cc2)cc1
    0%	2.5%	?	-2%	i	2.5	-2%	17%	.
COc1cc(CNC(=O)c2ccc3oc(C(C)C)nc3c2)cc(OC)c1
    -1%	-0.3%	-11%	-14%	i	1.7	-14%	6%	-14%
COc1ccc(NC(=O)COc2ccc(C(=O)c3ccc(F)cc3)cc2)cc1S(N)(=O)=O
    -5%	0.6%	?	-15%	i	-2.4	-11%	6%	?
Cc1cccc(C(=O)OCC(=O)N2CC(C)CC(C)C2)c1C (centres undefined)
    -2%	9.6%	0%	-2%	i	-1.3	-4%	-13%	1%
CCN(CC)CCn1c2c(c(SCC(=O)Nc3nc4ccc(C)cc4s3)nc1=O)CCC2
    2%	-0.4%	8%	7%	i	-5.5	-6%	2%	8%
Cc1cccc(CSc2nc(=O)c3c(n2C)NC(=O)CC3c2cc(F)cc(F)c2)c1 (centres undefined)
    .	-1.0%	13%	.	.	.	14%	.	-6%
CCn1c2ccccc2c2cc(NC(=O)CSc3nnc(-c4ccccc4OC)n3N)ccc21
    -3%	2.8%	11%	-8%	i	-0.8	-11%	1%	.
COc1ccc(CN2CCC(C(=O)Nc3ccc(Oc4ccccc4)nc3)CC2)cc1F
    0%	2.5%	0%	7%	i	-6.4	-13%	0%	?
CC1(C)CC2CC(C)(CN2C(=O)COC(=O)c2cncc(Br)c2)C1 (centres undefined)
    -3%	-0.4%	-17%	5%	i	1.1	0%	2%	3%
Cc1cccc(/C=C/c2onc(C)c2S(=O)(=O)N2CCC(C(=O)N3CCC(C)CC3)CC2)c1
    -1%	-0.1%&-0.5%	?	4%	i	-1.2	?	6%	?
Cc1ccc2oc(-c3ccc(Cl)c(NC(=O)Cc4ccccc4)c3)nc2c1
    .	4.1%	11%	.	.	.	-1%	.	9%
COc1ccccc1COc1ccc2c(C)c(CC(=O)O)c(=O)oc2c1C
    1%	1.3%	1%	-7%	i	-1.3	-5%	6%	-7%
CC1(C)C(C#N)=C(N)Oc2c1c(=O)oc1ccccc21
    -3%	-0.6%	-14%	5%	i	-1.4	0%	6%	?
CCc1ccc(-c2nc(CN3CCC(C(=O)NCc4ccco4)CC3)c(C)o2)cc1
    -1%	3.0%	?	0%	i	-2.3	?	-2%	26%
CCc1c(C)nc2cc(-c3cc(OC)cc(OC)c3)nn2c1N1CCN(CCN2CCOCC2)CC1
    -9%	-0.2%	-1%	-12%	i	0.1	-1%	2%	-8%
COc1ccc(Cc2c(Cl)ncnc2Cl)cc1
    0%	?	-12%	-2%	i	1.7	-1%	10%	0%
O=C(Nc1cccc(S(=O)(=O)C(F)F)c1)c1ccc(Cl)c(S(=O)(=O)N2CCOCC2)c1
    2%	0.1%	?	-2%	i	1.3	-6%	17%	?
O=C(CN1CCN(S(=O)(=O)c2cccc(F)c2)CC1)Nc1ccnn1C1CCCC1
    -1%	-0.6%	1%	19%	i	0.9	-2%	9%	4%
Cc1ccc(C2=NN(C(=O)CCl)C(c3ccco3)C2)o1 (centres undefined)
    -3%	-1.7%	?	?	i	1.8	5%	0%	8%
CCCCN(Cc1cc2cc(OC)ccc2[nH]c1=O)C(=O)COc1ccccc1
    .	-0.1%	-12%	0%	i	-3.4	-1%	-11%	-10%
CC(=O)c1ccc(NC(=O)CSc2nnc(NC(=O)c3ccco3)s2)cc1
    -18%	-0.7%	0%	5%	i	0.1	2%	5%	2%
CCOC(=O)c1nnc(-c2ccccc2)nc1NCc1ccccc1
    1%	3.0%	-2%	-2%	i	-2.2	-9%	-1%	?
Cc1nn(C)c(C)c1S(=O)(=O)N(CC(=O)NC1CCCCCC1)c1ccc(C(C)C)cc1
    1%	-0.2%	-6%	1%	i	-1.4	4%	-3%	2%
O=C(C1=C(O)C(=O)N(c2nccs2)C1c1ccccc1)c1cc2ccccc2o1 (centres undefined)
    -15%	7.0%	-22%	-8%	i	-0.6	?	-9%	?
CC(C)N(Cc1ccccc1)C(=O)Cn1ncc2c([nH]c3ccccc32)c1=O
    .	0.4%	-23%	.	.	.	0%	.	-5%
CCn1ncc(S(=O)(=O)Nc2cc(Cl)ccc2C)c1C
    1%	-0.2%	-2%	5%	i	-3.9	-1%	8%	0%
COc1cccc(Cn2cccc(NC(=O)NCc3ccccc3)c2=O)c1
    3%	1.1%	-18%	-2%	i	-3.3	-4%	8%	?
Cc1cnc(C(=O)OCC(=O)Nc2ccc(OCc3ccccc3)cc2)cn1
    -6%	-0.4%	-2%	10%	i	-0.8	-1%	0%	?
COc1ccc(NC(=S)Nc2ccccc2)cn1
    1%	-0.2%	0%	4%	i	1.3	0%	-3%	-24%
CCc1cccc(NC(=O)C2CCCN(S(=O)(=O)c3cccs3)C2)c1 (centres undefined)
    1%	2.8%&0.6%	?	-12%	i	-0.2	-6%&-3%	21%	?
c1ccc(Cc2nn3c(Cn4nnc5ccccc54)nnc3s2)cc1
    1%	-0.6%	?	14%	i	-2.4	-6%	-9%	14%

In a second layout: results already given.
> O=C(C1=C(O)C(=O)N(c2nccs2)C1c1ccccc1)c1cc2ccccc2o1 (centres undefined)
  MmCpn inh: -15%	Nrf2 ARE act: 7.0%	TGFb inhibitor: -22%	EPAC2 antagonist: -8%	pAkt inh: i	CCT chaperon mod: -0.6	A549 viability: ?	EPAC2 ag: -9%	Nrf2 block: ?

> O=C(CN1CCN(S(=O)(=O)c2cccc(F)c2)CC1)Nc1ccnn1C1CCCC1
  MmCpn inh: -1%	Nrf2 ARE act: -0.6%	TGFb inhibitor: 1%	EPAC2 antagonist: 19%	pAkt inh: i	CCT chaperon mod: 0.9	A549 viability: -2%	EPAC2 ag: 9%	Nrf2 block: 4%

> CCCCN(Cc1cc2cc(OC)ccc2[nH]c1=O)C(=O)COc1ccccc1
  MmCpn inh: .	Nrf2 ARE act: -0.1%	TGFb inhibitor: -12%	EPAC2 antagonist: 0%	pAkt inh: i	CCT chaperon mod: -3.4	A549 viability: -1%	EPAC2 ag: -11%	Nrf2 block: -10%

> CC(C)N(Cc1ccccc1)C(=O)Cn1ncc2c([nH]c3ccccc32)c1=O
  MmCpn inh: .	Nrf2 ARE act: 0.4%	TGFb inhibitor: -23%	EPAC2 antagonist: .	pAkt inh: .	CCT chaperon mod: .	A549 viability: 0%	EPAC2 ag: .	Nrf2 block: -5%

Bioassay records (PubChem)
